# GLP1R ag: agonists of human GLP-1 receptor | P43220 | HEK293 GLP-1R CRE-luciferase, luminescence, 4-6 h; cells express a hypersensitive GLP-1R form | Potency, µM (series often up to 45.6 µM), for the others: at the highest dose activation, usual class: activators | 380,000 compounds, 0.007% hits; also: potency is read from the fitted curve at half-maximal effect; % of control where 0% means no effect
# Target sequence (P43220 whole entry, looked up): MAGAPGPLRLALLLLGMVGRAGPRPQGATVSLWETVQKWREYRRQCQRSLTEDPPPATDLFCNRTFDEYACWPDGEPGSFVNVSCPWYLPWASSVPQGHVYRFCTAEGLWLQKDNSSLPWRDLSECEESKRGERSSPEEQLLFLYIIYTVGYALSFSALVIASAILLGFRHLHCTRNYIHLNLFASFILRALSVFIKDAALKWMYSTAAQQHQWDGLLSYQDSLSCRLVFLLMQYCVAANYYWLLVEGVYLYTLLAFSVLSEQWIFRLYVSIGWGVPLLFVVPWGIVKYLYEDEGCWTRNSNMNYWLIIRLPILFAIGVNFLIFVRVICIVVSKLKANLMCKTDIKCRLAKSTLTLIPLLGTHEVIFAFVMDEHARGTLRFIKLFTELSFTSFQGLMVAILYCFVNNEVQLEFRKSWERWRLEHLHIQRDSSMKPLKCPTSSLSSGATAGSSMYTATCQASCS
# EPAC1 ag: activates human EPAC1 exchange factor; O95398; EPAC1 agonist qHTS, biochemical assay; response scale: 100% = response to 6.5 mM cAMP; Potency, µM (doses to about 154 µM), without a hit: top-dose activation, usual class: activators; 360,000 compounds, 0.073% hits; AID 720707; also: potency is read from the fitted curve at half-maximal effect; nearly all actives have a fitted effect of over 60% in size
#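 Nucleotide exchange assay: 100 nM EPAC1 with 250 nM Rap1B loaded with BODIPY-GDP and 50 uM GDP, room temperature. Fluorescence (480/540 nm) read every 5 min for 30 min; signal change normalized to 6.5 mM cAMP as full agonist.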
# HEK293 tox: cytotoxicity counter-screen for GLP-1 receptor inverse agonists. AID 624418. HEK293 cAMP-luciferase reporter cells, luminescence, 24 h. Potency, µM (series often up to 38.3 µM), for the others: top-dose activity change, negative = inhibition, most hits filed as inhibitors. 410,000 compounds, 0.13% hits;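 also: loss of luciferase light is scored as toxicity; potency is read from the fitted curve at half-maximal effect; % is scaled to controls: 0 for no effect and ±100 for the full control effect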
#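 MLSMR compounds, 24 hr on cells at 37 deg C/5% CO2; luminescence after luciferase reagent (12 min RT). Inhibition counted as the undesired cytotoxic outcome.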
# GLP-1R inv ag: GLP-1 receptor (human) inverse agonism; P43220; HEK293 GLP-1R CRE-luciferase, luminescence, 24 h; GLP-1R form is constitutively active; Potency, µM (titrated, usually from 38.3 µM), without a hit: at the highest dose activity change, negative = inhibition, actives largely listed as inhibitors; 410,000 compounds, 1.6% hits; also: potency is read from the fitted curve at half-maximal effect; % is scaled to controls: 0 for no effect and ±100 for the full control effect; nearly all actives have a fitted effect of over 55% in size
#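 HEK293 cells stably co-expressing a cAMP-responsive luciferase reporter and constitutively active GLP-1R were seeded, incubated 12 h, then exposed to compounds for 24 h at 37 C. Luminescence was read 12 min after detection reagent; inverse agonists lower signal.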
# PLK1 PBD inh: inhibitors of human PLK1 polo-box domain binding | P53350 | Plk1 PBD binding of FITC phosphopeptide, fluorescence polarization | Potency, µM, inactives show max response, negative = inhibition, hits mostly inhibitors | 360,000 compounds, 2.8% hits | AID 720504; also: potency is read from the fitted curve at half-maximal effect; series mostly up to about 57 µM; % is scaled to controls: 0 for no effect and ±100 for the full control effect; nearly all actives have a fitted effect of over 65% in size
# PTHR1 ag: PTHR1 (human) receptor agonism. Q03431. 410,000 compounds, 0.075% hits. HEK293 GP2 PTHR1 cells, GloSensor cAMP luminescence, 1 h. Potency, µM (top dose mostly 115 µM), for inactives: at the highest dose activation, most hits filed as activators; also: potency is read from the fitted curve at half-maximal effect; nearly all actives have a fitted effect of over 55% in size; some results filed as inactive show a strong effect at the top dose; inactives centre near -15; many of its hits are not listed in these tables
#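 HEK-293-derived GP2 cells expressing PTHR1 and a GloSensor cAMP reporter, 3,000/well, plated overnight, given luciferin plus IBMX (each 0.5 mM as added) for 1 h at 37 °C, then compound for 1 h at 37 °C. Luminescence was read after 15 min at room temperature.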
# EPAC1 antag: EPAC1 (human) antagonism | O95398 | 360,000 compounds, 0.14% hits | EPAC1 GEF assay, Rap1b-BODIPY-GDP exchange fluorescence | Potency, µM (doses to about 115 µM), inactives show at the highest dose activity change, negative = inhibition, most hits filed as inhibitors;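 also: potency is read from the fitted curve at half-maximal effect; plate controls were vehicle for no effect and positive control for full effect; nearly all actives have a fitted effect of over 50% in size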
# PI5P4K alpha inh: inhibitors of human PI5P4K alpha; P48426; PI5P4Kalpha enzyme, ADP-Glo luminescence, 60 min; stronger effect = lower value; max response, %; 330,000 compounds, 1.2% hits; AID 652105; active = max response of -50% or lower; inconclusive = between -30% and -50%; inactive = -30% or higher; also: value at the top dose of about 77 µM; % is scaled to controls: 0 for no effect and ±100 for the full control effect
# Target sequence (P48426 whole entry, looked up): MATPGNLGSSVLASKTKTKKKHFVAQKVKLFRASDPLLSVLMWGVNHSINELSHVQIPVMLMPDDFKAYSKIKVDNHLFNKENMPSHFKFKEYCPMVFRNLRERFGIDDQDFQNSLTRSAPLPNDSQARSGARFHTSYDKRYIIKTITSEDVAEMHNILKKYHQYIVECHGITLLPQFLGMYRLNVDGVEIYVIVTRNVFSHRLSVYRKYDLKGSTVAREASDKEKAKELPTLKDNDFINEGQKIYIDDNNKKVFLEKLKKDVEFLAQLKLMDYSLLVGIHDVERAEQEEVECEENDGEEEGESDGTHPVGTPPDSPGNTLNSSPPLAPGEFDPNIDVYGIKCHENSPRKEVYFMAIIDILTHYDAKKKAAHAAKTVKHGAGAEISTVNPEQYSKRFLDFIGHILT
#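 ADP-Glo luminescence end-point after a 60 min room-temperature kinase reaction. PI5P4Kalpha and substrate in HEPES pH 7.4 buffer with EGTA, 0.1% CHAPS and 5% DMSO; ATP at 5 microM final.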
# IL2 activator: activators of IL-2; IL-2 activation reporter assay, cell-based qHTS; stimulated with anti-CD3/CD4/CD28 beads; in transgenic mouse T cells; activation, % (series mostly up to about 46 µM); 360,000 compounds, 0.065% hits; AID 652025; in the data active = activation above about 50%; inconclusive = mostly about 30% to 49%; also: 0% is about no effect
#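 Screening format: compound pinned onto unstimulated transgenic mouse T cells, 60 min incubation, then anti-CD3/anti-CD4/anti-CD28 bead stimulation for 18 hours at 37 degrees C, followed by EGFP and DsRed detection.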
# An asterisk follows results filed as active; i = inactive; ? = inconclusive; . = no result given; [ ] = remark or other dose. Unless noted, calls follow the shape of the dose curve; as a rule, active = well fitted curve in the direction sought with a large enough effect; inconclusive = small, poorly fitted or top-dose-only effect, or another doubt; inactive = no such curve, though single readings can be large; an effect the other way counts as inactive or inconclusive. The list is partial; rates above refer to the full screens.
cpd	smiles	HEK293 tox	EPAC1 antag	PTHR1 ag	IL2 activator	PI5P4K alpha inh	GLP-1R inv ag	GLP1R ag	EPAC1 ag	PLK1 PBD inh
1	CN(CC(=O)Nc1ccccc1Br)C(=O)c1ccccc1OCc1ccc(F)cc1	-3%	-1%	i	-0.3	0	?	14%	2%	-14%
2	O=C(CSc1ncn[nH]1)OCN1C(=O)c2ccccc2C1=O	6%	-5%	-18%[57.5 µM]	-2.7	.	72%[activator]	14%	4%	-4%
3	Nc1nn2c(C(F)(F)F)cc(=O)[nH]c2c1N=Nc1cccc(F)c1	-11%	2%	-12%	9.1	-7	1%	1%	2%	-9%
4	COc1ccc(N2CCN(C(=O)COc3ncnc4ccccc34)CC2)cc1	-23%	-5%	i	-2.1	3	6%	-2%	-2%	-15%
5	Cc1ccccc1-c1cnc(C(O)c2ccccc2)[nH]1 (stereo not given)	3%	-5%	-8%	1.7	-8	10%	20%	-5%	-5%
6	Cn1nnnc1SCC(=O)NCc1ccc2c(c1)OCO2	4%	-20%	-17%	0.0	0	15%	-3%	-13%	3%
7	COc1cccc(OC)c1C(=O)NC(=S)NCc1cccnc1	17%	-8%	-2%	-2.0	-3	0%	12%	7%	-7%
8	O=C(CCSc1ccccc1)N1CCN(c2ccccc2)CC1	-3%	12%	-11%	-0.8	0	?	12%	-4%	-6%
9	Cn1c(CNc2ccc(O)cc2)nc2ccccc21	?	1%	i	-2.1	-7	38%[activator]	-2%	5%	-6%
10	CC1CCCCN1c1ncnc2ccccc12 (stereo not given)	-2%	-5%	-33%[inhibitor][57.5 µM]	-0.7	.	27%	9%	14%	-13%
11	Cc1nc(SCCC(=O)O)c2ccccc2n1	10%	-1%	?	-0.9	.	6%	-2%	0%	2%
12	CCCc1ccc(C(O)c2ncc(-c3ccc(OC)cc3)[nH]2)cc1 (stereo not given)	2%	-5%	-18%	-0.5	2	-17%	-2%	-11%	-9%
13	COc1cccc(Oc2cn[nH]c2-c2ccc(OCC(=O)NN)cc2O)c1	-1%	-1%	i	1.6	-11	-8%	5%	5%	38µM*
14	Clc1cccc(-c2nc(-c3ccccn3)no2)c1	7%	3%	-6%[57.5 µM]	-0.2	-4	-76%	-17%	1%	-15%
15	COc1cccc(-c2cc(NC=O)c3ncc(-c4ccc(F)c(Cl)c4)n3c2)c1	-12%	19%	-16%	-0.4	?	22%	11%	6%	-25%
16	Cc1ccc(C2NC(=NCc3ccccc3)Nc3nc(C)cc(=O)n32)cc1 (stereo not given)	-14%	-3%	i	-3.4	4	4%	5%	8%	0%
17	COc1ccc(NC(=O)C(=O)NCC(c2ccco2)N2CCc3ccccc3C2)cc1 (stereo not given)	-2%	-11%	-4%	-0.7	11	-22%	-12%	3%	1%
18	CCOc1ccc2[nH]c(=O)c(CN(CCc3ccccc3)C(=O)c3cnccn3)cc2c1	3%	8%	-9%[57.5 µM]	-0.6	-5	19%	12%	0%	-5%
19	COc1ccc(NC(=O)c2ccc(-n3cncn3)c([N+](=O)[O-])c2)cc1OC	8%	2%	i	1.0	-9	12%	-7%	-3%	-3%
20	Cc1ccc(C(=O)O)cc1S(=O)(=O)N1CCCC1	-22%	-3%	-4%[57.5 µM]	1.9	-10	-10%	3%	1%	-2%
21	Nc1nnc2c(n1)CCCC2	-9%	7%	-5%[57.5 µM]	-0.9	-6	-3%	2%	5%	-4%
22	CCN(CC)CC(O)Cn1c(-c2ccccc2Cl)nc2ccccc21 (stereo not given)	3%	-7%	-11%	0.0	-2	-10%	-4%	-13%	7%
23	CCCCNCCCOc1cccc(Cl)c1	5%	-3%	10%[57.5 µM]	-2.1	.	0%	3%	7%	-11%
24	COc1ccc(-c2c(C)n([O-])c3c([n+]2=O)CCCC3)c(OC)c1	10%	3%	i	2.0	.	0%	-8%	1%	-4%
25	CC(C)Oc1ccc(/C(O)=C2/C(=O)C(=O)N(CCN3CCNCC3)C2c2cccc([N+](=O)[O-])c2)cc1 (stereo not given)	-1%	1%	-10%	0.1	0	-2%	-6%	-6%	-4%

# The last 4 entries of the section before come first, to join the parts.
cpd	smiles	HEK293 tox	EPAC1 antag	PTHR1 ag	IL2 activator	PI5P4K alpha inh	GLP-1R inv ag	GLP1R ag	EPAC1 ag	PLK1 PBD inh
22	CCN(CC)CC(O)Cn1c(-c2ccccc2Cl)nc2ccccc21 (stereo not given)	3%	-7%	-11%	0.0	-2	-10%	-4%	-13%	7%
23	CCCCNCCCOc1cccc(Cl)c1	5%	-3%	10%[57.5 µM]	-2.1	.	0%	3%	7%	-11%
24	COc1ccc(-c2c(C)n([O-])c3c([n+]2=O)CCCC3)c(OC)c1	10%	3%	i	2.0	.	0%	-8%	1%	-4%
25	CC(C)Oc1ccc(/C(O)=C2/C(=O)C(=O)N(CCN3CCNCC3)C2c2cccc([N+](=O)[O-])c2)cc1 (stereo not given)	-1%	1%	-10%	0.1	0	-2%	-6%	-6%	-4%
26	COc1ccc(C2=NO[C@@H]3C(=O)N(Cc4ccccc4)C(=O)[C@H]23)c(OC)c1	8%	-11%	-1%	0.5	-5	3%	4%	18%	-14%
27	O=C(O)CN1C(=O)C(=O)N(Cc2c(F)cccc2Cl)C1=O	15%	-21%	i	2.4	-1	13%	-5%	9%	-12%
28	CN1CCN(C(=O)CN(C)S(=O)(=O)c2ccc(F)cc2)CC1	-3%	-12%	i	-0.7	8	12%	-1%	-9%	-4%
29	CCS(=O)(=O)N1CCc2cc(OC)c(OC)cc2C1	-6%	-5%	i	-3.1	0	3%	-3%	4%	-5%
30	O=C1N(Cc2cccnc2)C[C@@H]2C[C@@H](c3cccc(OCc4ccccc4)c3)N3CCC[C@@]123	-1%	1%	-6%	-4.2	-1	0%	12%	4%	-7%
31	COC(=O)N/N=C(\C)c1cccc(C(F)(F)F)c1	-1%	2%	i	-0.8	-3	-9%	6%	0%	-4%
32	Cc1cc(C)c(NC(=S)NC(=O)c2c(Cl)c(C)nn2C)c([N+](=O)[O-])c1	0%[1.53 µM]	26%	i	0.5	2	-12%	7%	-3%	-1%
33	CC(OC(=O)CN1C(=O)COc2ccccc21)C(=O)NCc1ccc(F)cc1 (stereo not given)	-3%	8%	-8%	-0.3	1	-14%	1%	-1%	-7%
34	Cc1ccc(OCCn2c(=O)cnc3ccccc32)cc1	?	0%	-5%[57.5 µM]	-0.6	4	?	29%	0%	4%
35	COc1ccc(-c2cc(C(=O)O)nc3ccc4ccccc4c23)cc1OC	8%[7.66 µM]	-15%	-7%	0.4	-13	2%[7.66 µM]	0%	6%	7%
36	OCCN1CCN(CC(O)COc2ccc3c(c2)OCO3)CC1 (stereo not given)	-8%	8%	-2%	0.5	8	-21%	3%	0%	0%
37	O=C(NCCN1CCOCC1)Nc1ccc(Cl)cc1	-9%	0%	i	-1.6	0	-6%	0%	0%	-3%
38	CCCNc1nc(N2CCOCC2)nc(N2CCOCC2)n1	9%	8%	-6%[57.5 µM]	0.6	.	0%	4%	4%	1%
39	Cc1cccc(NC(=O)CCN2C(=O)c3cccc([N+](=O)[O-])c3C2=O)c1	1%	-9%	-2%	1.3	-1	6%	6%	-2%	-9%
40	COc1ccc(CCNC(=O)c2ccn[nH]2)cc1OC	54%[activator]	-9%	-21%	1.9	?	18%	10%	1%	3µM*
41	COc1cccc(N2CCN(C(=O)c3ccc(CS(=O)c4ccccc4C)o3)CC2)c1 (stereo not given)	-19%	-23%	i	-4.5	0	-50%	29%	-9%	?
42	O=c1c2ccccc2nnn1Cc1nnc(-c2ccccc2Br)o1	-6%	-1%	-41%[inhibitor]	-2.0	-14	22%	7%	3%	-10%
43	COc1ccc(OC)c(C(=O)COC(=O)CN2C(=O)NC3(CCCCC3C)C2=O)c1 (stereo not given)	21%	4%	i	0.7	1	6%	1%	0%	-4%
44	COc1ccccc1CNC(=O)CCn1c(=O)c2ccccc2n(CC(=O)Nc2cc(Cl)ccc2C)c1=O	0%	.	i	.	.	0%	-1%	.	.
45	COC(=O)c1ccccc1NC(=O)CSc1nnnn1C1CCCCC1	2%	-6%	i	0.5	-2	-8%	8%	10%	-9%
46	CCOC(=O)c1ccccc1N/C=C/C(=O)c1cccs1	3%	-5%	-2%	-0.8	1	?	20%	4%	3%
47	CCn1c(SCC(=O)N2CCC(C(N)=O)(N3CCCCC3)CC2)nc2ccccc2c1=O	4%	15%	-4%[57.5 µM]	-0.6	4	-1%	1%	7%	-7%
48	CCOc1ccc(C(F)(F)F)cc1NC(=O)c1ccc(OC)c([N+](=O)[O-])c1	-10%	-1%	-11%[57.5 µM]	-2.1	.	4%	0%	14%	-2%
49	C=CCNC(=O)C1CCN(c2ccc(S(=O)(=O)N3CCOCC3)cc2Cl)CC1	14%	-12%	-12%	-0.9	-7	4%	9%	14%	-9%

# Complete entries, quoted from the list. Order of values: HEK293 tox	EPAC1 antag	PTHR1 ag	IL2 activator	PI5P4K alpha inh	GLP-1R inv ag	GLP1R ag	EPAC1 ag	PLK1 PBD inh
# Results for `COc1ccc(CCNC(=O)c2ccn[nH]2)cc1OC` → 54%[activator]	-9%	-21%	1.9	?	18%	10%	1%	3µM*
# Results for `CCCNc1nc(N2CCOCC2)nc(N2CCOCC2)n1` → 9%	8%	-6%[57.5 µM]	0.6	.	0%	4%	4%	1%

# Down the list, quoted from above:
# Entries 43–49 in HEK293 tox, in turn: 21%, 0%, 2%, 3%, 4%, -10%, 14%
# Entries 43–49 in GLP-1R inv ag, in turn: 6%, 0%, -8%, ?, -1%, 4%, 4%

# Bioassay records as filed in PubChem BioAssay.
